High-throughput results: PubChem BioAssay, several laboratories
Wee1 stabilizer – human Wee1 degradation inhibition, primary screen. reporter increase, % at 5 µM. AID 1321. HeLa Luc-Wee1K328M stability, luciferase luminescence; 100% = proteasome inhibitor MG132 effect. hit rate 1.2% among 220,000;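 active = activation above the mean of all tested compounds plus 3 SD, set per screening run, cut at about 8.8% in these data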;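 also: cells exposed to compound for 20 h before luminescence read; 0% = DMSO alone and 100% = MG132 at 30 µM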
TNF death inh – TNF-alpha cell death inhibition in Jurkat FADD-/- cells; activation (protection from cell death), % at 10 µM; Jurkat FADD-/- TNF necroptosis rescue, ATP luminescence, 24 h; 0 = TNF only, 100 = no-TNF cells; hit rate 0.068% among 220,000; AID 463075;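 active = activation, meaning protection from cell death, of at least 50% relative to plate controls; inactive = activation below 50%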;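 also: necroptosis triggered by 40 ng/mL TNF-alpha added together with compound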
RBBP9 inh – inhibitors of human serine hydrolase RBBP9 | O75884 | recombinant RBBP9, FP-Rh probe fluorescence polarization | inhibition, % at 7.94 µM | hit rate 0.2% among 220,000 | AID 1515;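 active = inhibition above the campaign mean of all tested compounds plus 3 SD, cut at about 14% in these data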;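 also: plate controls were DMSO wells with RBBP9 for no effect and wells lacking RBBP9 protein for full effect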
Target sequence (O75884 whole entry, looked up): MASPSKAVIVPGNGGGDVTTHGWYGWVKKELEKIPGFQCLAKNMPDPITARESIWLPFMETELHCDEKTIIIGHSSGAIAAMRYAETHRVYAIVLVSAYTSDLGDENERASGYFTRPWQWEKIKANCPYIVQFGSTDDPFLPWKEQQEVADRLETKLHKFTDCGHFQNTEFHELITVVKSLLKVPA
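Controls: DMSO-treated enzyme wells and wells lacking RBBP9 | Material: RBBP9 protein | Technique: Fluorescence polarization | Replication: Single well per compound, no replicates | Buffer or medium: Tris-NaCl-Pluronic buffer, pH 8.0 | Timing: 30 min compound preincubation, 45 min probe labeling, 25 °C | Read-out basis: Percent inhibition from mP, scaled between DMSO and no-protein wells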
BaF3 tox – reduces parental Ba/F3 cell viability, JAK2V617F counter-screen | hit rate 1.1% among 220,000 | inhibition, % at 5.6 µM | CellTiter-Glo ATP luminescence;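 active = inhibition above a per-campaign cutoff, the mean inhibition of all tested compounds plus 3 SD, cut at about 27% in these data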;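 also: 0% = DMSO wells and 100% = JAK Inhibitor I control wells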
zfTRPN1 agonist – agonists of zebrafish TRPN1 channel; HEK293 zebrafish TRPN1-YFP, Fluo-8 calcium fluorescence; 100% = response to 87 µM carbachol; activation, % at 3 µM; hit rate 0.18% among 220,000; AID 1424;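 active = activation above its plate's cutoff, the mean activation of test wells on that plate plus 3 SD, cut at about 19% in these data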;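 also: 0% = DMSO alone and 100% = 87 µM carbachol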
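Material: zebrafish TRPN1-YFP in HEK293 cells. Doses: one dose of 3 µM, 0.3% DMSO. Incubation: dye 1 h 37 °C plus 30 min RT. Measured by: intracellular calcium fluorescence with Fluo-8.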
CHOP inhibitor – CHOP inhibition in unfolded protein response; CHO-K1 CHOP-promoter luciferase, tunicamycin-induced, 15-18 h; inhibition, % at 10 µM; hit rate 3.8% among 220,000;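 active = compounds that reduced the stress-induced luciferase reporter signal by more than about 70% of percent inhibition, limit read from the data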;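 also: 0% = tunicamycin plus vehicle and 100% = wells without tunicamycin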
TRPML3 ag – human mucolipin-3 channel agonism; AID 1448; activation, % at 3 µM; Q8TDD5; hit rate 0.29% among 220,000; HEK293 TRPML3-YFP, Fluo-8 calcium fluorescence; 100% = the carbachol control signal;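 active = activation above its plate's cutoff, the mean activation of the plate's test wells plus 3 SD, cut at about 12% in these data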;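 also: 0% = DMSO only wells and 100% = carbachol wells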
Target sequence (Q8TDD5 whole entry, looked up): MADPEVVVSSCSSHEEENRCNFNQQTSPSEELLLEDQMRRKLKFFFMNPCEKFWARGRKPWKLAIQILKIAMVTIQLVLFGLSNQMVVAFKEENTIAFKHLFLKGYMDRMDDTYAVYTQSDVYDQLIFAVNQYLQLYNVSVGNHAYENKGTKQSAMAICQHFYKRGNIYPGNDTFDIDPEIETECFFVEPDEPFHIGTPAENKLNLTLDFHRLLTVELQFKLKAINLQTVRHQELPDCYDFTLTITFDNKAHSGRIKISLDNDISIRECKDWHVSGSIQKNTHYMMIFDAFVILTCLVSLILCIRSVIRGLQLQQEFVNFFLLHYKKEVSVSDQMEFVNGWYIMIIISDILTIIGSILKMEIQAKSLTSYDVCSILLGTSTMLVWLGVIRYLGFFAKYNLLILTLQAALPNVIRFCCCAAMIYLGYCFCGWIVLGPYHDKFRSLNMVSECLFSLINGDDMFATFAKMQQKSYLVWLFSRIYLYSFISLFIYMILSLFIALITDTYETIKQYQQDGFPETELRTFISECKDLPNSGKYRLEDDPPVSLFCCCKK
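Material: HEK293 cells stably carrying human TRPML3-YFP; compound dosing: single dose, 3 µM final nominal compound, 0.3% DMSO final; incubation: 1-h 37 °C dye load, 5-s basal, 120-s post-compound reads; technique: Fluo-8 intracellular calcium fluorescence, excitation 470-495 nm, emission 515-575 nm; read-out basis: percent activation from peak-to-basal fluorescence ratio, scaled between DMSO and carbachol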
Ba/F3 V617F tox – lowers viability of Ba/F3 cells expressing EpoR and JAK2V617F; inhibition, % at 5.6 µM; ATP luminescence; hit rate 1.1% among 220,000;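 active = inhibition above the campaign mean plus 3 SD over all tested compounds, cut at about 24% in these data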;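 also: cytokine-independent growth of Ba/F3 cells driven by EpoR plus mutant JAK2; 0% = DMSO-treated cells and 100% = JAK inhibitor I control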
PPC-1+TRAIL kill – PPC-1 cancer cell killing with TRAIL present; PPC-1 cells + TRAIL, ATPLite viability luminescence; cell killing (% activity), % at 4 µM; hit rate 0.41% among 220,000;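 active = cell killing above 50% in the first pass at 4 µM, then a duplicate retest at 5 µM averaging 50% or more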;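 also: plate controls were cells with TRAIL plus DMSO for no effect and medium-only wells lacking cells for full effect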
The depositor's hits bear a star; . = not tested or not shown.

The line under a structure holds: Wee1 stabilizer, TNF death inh, RBBP9 inh, BaF3 tox, zfTRPN1 agonist, CHOP inhibitor, TRPML3 ag, Ba/F3 V617F tox, PPC-1+TRAIL kill
CCOC(=O)N1CCN(C(=O)/C(=C/c2ccc(Cl)cc2)NC(=O)c2ccccc2)CC1
  1, 0.3, -2, 6, 1.6, -7, 0.8, 1, 9
Cc1nn(C2CCS(=O)(=O)C2)c(Cl)c1/C=C/C(=O)OCC(=O)Nc1ccc2c(c1)OCO2 (stereo not given)
  -4, 0.7, -6, 4, 1.1, 13, 2.3, 0, 16
Cc1ccc(C(=O)Nc2ccc(Br)cc2)cc1S(=O)(=O)Nc1ccccn1
  -4, 1.8, -6, 5, 0.6, 1, 0.9, 0, -2
Cc1c(Cc2ccccc2)c(=O)oc2cc(O)cc(O)c12
  3, 0.7, -4, 7, 0.4, 8, 0.1, -2, 16
Cc1ccc(C)c(Cn2c(=O)c3c(nc4n3CCN4Cc3ccco3)n(C)c2=O)c1
  1, -1.8, -4, 5, 0.6, 13, -0.4, 2, 20
CCC(C)Sc1nc2c(cnn2-c2ccc(C)c(C)c2)c(=O)[nH]1 (stereo not given)
  1, -1.6, 4, -3, -0.5, 12, 0.9, -3, -2
CCN1CCN(C(c2nnnn2Cc2ccc3c(c2)OCO3)C(C)C)CC1 (stereo not given)
  -2, -0.3, -4, 4, -1.1, 59, 0.4, -1, 40
CC1=CCC2COC(c3ccc[n+](Cc4ccccc4)c3)C1C2 (stereo not given)
  0, 1.0, -1, 67*, 0.0, -15, -0.3, 46*, 4
O=C(CC1C(=O)NCCN1Cc1cccc(Oc2ccccc2)c1)NCCc1cscn1 (stereo not given)
  0, 0.8, 2, 7, 0.4, 23, 0.1, 1, .
c1ccc(OCc2nc3ccccc3[nH]2)cc1
  8, 9.2, -2, 1, -0.6, 33, -0.4, 0, 24
Cc1nn(C)c(N)c1[N+](=O)[O-]
  1, 1.6, 5, -3, 3.2, 1, -0.5, -3, -3
O=C(CNCC1CCCO1)Nc1ccccc1N1CCOCC1 (stereo not given)
  -2, -2.2, -11, -2, 0.4, -5, 0.2, -3, -26
Cc1cc2cc(C)c3nnc(SCC(=O)NCc4ccco4)n3c2cc1C
  -2, 0.2, -10, 6, -1.4, 35, -0.8, 4, 10
O=c1[nH]c(CN2CCN(c3ccc([N+](=O)[O-])cc3)CC2)nc2ccsc12
  -2, -0.2, -5, 9, 0.6, 30, 1.5, 0, 13
CCN=c1scc(-c2ccc(F)cc2)n1/N=C/c1ccccn1
  2, -3.6, -2, -2, 2.7, 5, 1.6, -6, 28
Cc1cccc(-n2cc(C#N)c(=O)[nH]c2=O)n1
  -3, 0.9, -8, 2, 1.9, -3, 0.5, -1, 21
CC(C)[C@H](NS(=O)(=O)c1ccccc1)C(=O)OCC(=O)Nc1ccc2c(c1)OCO2
  5, 1.0, -5, -2, -2.0, 32, 0.6, -1, 10
CC(C)C[C@H](NC(=O)c1nc[nH]c1C(=O)NC(c1ccccc1)c1ccccc1)C(=O)OCc1ccccc1
  3, -0.8, -23, -4, 1.7, -25, 0.9, 0, 11
Nn1c(SCc2cccc(Br)c2)nnc1-c1ccncc1
  4, 2.0, -4, 3, -0.8, 2, -0.2, 2, -2
O=C(CCCN1C(=O)/C(=C/c2ccccc2)SC1=S)Nc1cccc(O)c1
  1, 1.9, -9, -2, 0.8, 67, 1.1, 4, 5
OCCSc1nncn1/N=C/c1c[nH]c2ccccc12
  -1, -0.8, -2, 1, 1.0, 19, 0.5, -4, 24
Cc1ccc(S(=O)(=O)N2CCOCC2)cc1NC(=O)CSc1nc2ccccc2c(=O)n1Cc1ccccc1
  0, 2.5, 2, 4, 0.4, 21, -0.6, 1, 24
Cc1ccc(Cn2ccc(NC(=O)c3cc4nc5c(c(C(F)(F)F)n4n3)CCc3ccccc3-5)n2)cc1
  -1, -4.0, 3, -2, 1.6, -4, 0.8, -6, 20
Cc1c(NC(=S)Nc2ccc(Cl)cc2)c(=O)n(-c2ccccc2)n1C
  1, -0.4, -5, 8, 1.1, -5, 0.9, 4, -5
C/C(N)=C(/C#N)C(=O)COC(=O)COc1ccc(Cl)cc1C
  -3, -0.6, -11, 7, -0.1, 14, 0.3, 1, 10
COc1ccc(Cc2nn3c(-c4ccccc4OC)nnc3s2)cc1
  -2, 0.5, -2, 4, -0.5, 50, 0.2, -1, 13
Cc1oc(S(=O)(=O)N2CCCCC2)cc1NC(=O)Nc1ccccc1
  -2, -1.4, -5, -2, 3.7, 9, 1.7, 0, 10
COc1cccc(/C=N/Nc2ncnc3c2[nH]c2ccc(C)cc23)c1OC
  -2, -5.1, 5, -1, 1.7, -27, 0.1, 1, -30
CCOC(=O)c1c(NC(=O)/C=C/C(=O)O)sc(C)c1-c1ccc(C(C)(C)C)cc1
  -2, -9.7, -14, 17, -1.2, 39, -0.9, 28*, 4
Cc1ccccc1-n1c(=S)[nH]c2nc3c(cc2c1=O)COC(C)(C)C3
  0, 0.3, -8, 3, 1.0, -3, 1.4, 3, 7
O=C(NCCCn1ccnc1)/C(=C\c1cccnc1)NC(=O)c1cccc(Br)c1
  0, 0.7, 3, -2, 0.4, -42, 0.5, -3, 24
CCOC(=O)Cc1cc(=O)n2[nH]c(-c3ccc(Cl)cc3)cc2n1
  -1, 0.3, -3, 4, -0.7, 16, 0.8, 0, 17
Cc1ccc(C)c(CSC2=NN3CCCC(=O)N=C3S2)c1
  -2, 0.1, -7, -1, -2.0, 7, 0.6, -2, 8
CC(=O)c1c(C)n(-c2ccccc2)c2ccc(OCC(O)CN3CCOCC3)cc12 (stereo not given)
  1, -14, -8, 1, 1.8, 16, 0.4, -1, -4
CCN(CCO)Cc1csc2c(Br)cccc12
  3, 0.0, -8, 2, 0.3, -16, 0.5, 3, -10
CCCNC(=O)Cn1cnc2sc(C(=O)NCCN(CC)CC)c(C)c2c1=O
  -2, -0.6, -7, 1, 0.6, 11, -0.4, 2, -8
Cn1cnc(S(=O)(=O)Nc2ccc(C(F)(F)F)cc2)c1
  -2, -0.2, -11, 2, -0.7, 17, 0.5, 2, 19
CC1=C(C(=O)OCc2ccccc2)C(c2ccsc2)NC(=O)N1C (stereo not given)
  4, 1.4, -4, -1, -1.4, 14, 0.1, -4, 20
Cc1ccc2c(c1)sc1nc(=O)n(-c3ccccc3)c(=O)n12
  9.0*, 2.4, -7, 0, -0.2, -21, -0.1, 4, 41
Cc1ccc(-c2cc(C(=O)NCc3ccccn3)c3ccccc3n2)cc1C
  7, -14, -10, -1, -1.8, 15, -1.5, 0, 28
Cc1occc1C(=O)Nc1cccc(Cn2cccn2)c1
  1, 0.7, -6, 3, -0.3, -33, 0.5, -3, 22
COC(=O)c1cc(NC(=O)C(C)c2ccc(CC(C)C)cc2)ccc1O (stereo not given)
  -2, 0.5, 3, 5, 2.0, 54, 1.8, -1, 19
C=CCNC(=O)Nc1ccc(Br)cc1Cl
  6, 3.0, -2, 10, 4.1, 30, 2.1, 2, 28
CCCNC(=S)Nc1ccc(Cl)cc1C
  0, -7.1, -1, 5, -0.6, 0, 0.4, -1, 24
CC(C)(C)OC(=O)N1CCC[C@H]1c1nnc(SCc2ccccc2F)o1
  -1, -2.7, -6, -2, -0.5, 10, 0.5, -2, 25
O=C(O)CSc1ncnc2scc(-c3ccccc3)c12
  0, 0.5, -7, 1, 0.0, -19, 0.7, 0, -1
CCc1ccc(CSc2nccn2-c2ccccc2)cc1
  0, -5.8, 1, 1, -2.9, 72*, -1.1, -3, 15
CCN(CC)C(=O)C1CCCN(c2ccc([N+](=O)[O-])cc2/C=N/NC(=O)c2cccc(Br)c2)C1 (stereo not given)
  5, -7.5, 6, 4, 0.2, 11, -0.5, -4, 19
Cc1nn(Cc2ccc([N+](=O)[O-])cc2)c(=O)n1-c1c(F)cccc1F
  -2, -3.1, -6, -4, 1.5, 10, 0.4, -1, 7
O=S(=O)(NCCc1ccccn1)c1ccc(-c2ccccn2)s1
  -3, 3.9, -4, -3, 0.8, 23, 0.9, -1, 10
Cc1ccc[n+](C(C)C(=O)c2ccc(-c3ccccc3)cc2)c1 (stereo not given)
  3, -4.5, -2, 69*, -0.2, 15, 1.4, 58*, 9
O=c1c2c(n3cnnc3n1-c1ccccc1)-c1ccccc1CC21CCCCC1
  -1, -5.6, -12, 0, -0.2, ., 0.2, 2, 8
C=CC(c1ccccc1)C(C(=O)c1ccccc1)N(C)C (stereo not given)
  4, 0.0, -11, 9, -2.3, 17, 0.1, 1, 6
CCCOc1ccc(N2C(=O)CC(SC(=N)N3N=C(c4ccccc4)CC3c3ccccc3)C2=O)cc1 (stereo not given)
  -1, 0.8, -10, 7, 0.5, 50, 0.5, 2, 6

In a second layout: results already given
canonical_smiles | Wee1 stabilizer | TNF death inh | RBBP9 inh | BaF3 tox | zfTRPN1 agonist | CHOP inhibitor | TRPML3 ag | Ba/F3 V617F tox | PPC-1+TRAIL kill
Cc1occc1C(=O)Nc1cccc(Cn2cccn2)c1 | 1 | 0.7 | -6 | 3 | -0.3 | -33 | 0.5 | -3 | 22
COC(=O)c1cc(NC(=O)C(C)c2ccc(CC(C)C)cc2)ccc1O (stereo not given) | -2 | 0.5 | 3 | 5 | 2.0 | 54 | 1.8 | -1 | 19
C=CCNC(=O)Nc1ccc(Br)cc1Cl | 6 | 3.0 | -2 | 10 | 4.1 | 30 | 2.1 | 2 | 28
CCCNC(=S)Nc1ccc(Cl)cc1C | 0 | -7.1 | -1 | 5 | -0.6 | 0 | 0.4 | -1 | 24
CC(C)(C)OC(=O)N1CCC[C@H]1c1nnc(SCc2ccccc2F)o1 | -1 | -2.7 | -6 | -2 | -0.5 | 10 | 0.5 | -2 | 25
O=C(O)CSc1ncnc2scc(-c3ccccc3)c12 | 0 | 0.5 | -7 | 1 | 0.0 | -19 | 0.7 | 0 | -1
CCc1ccc(CSc2nccn2-c2ccccc2)cc1 | 0 | -5.8 | 1 | 1 | -2.9 | 72* | -1.1 | -3 | 15
CCN(CC)C(=O)C1CCCN(c2ccc([N+](=O)[O-])cc2/C=N/NC(=O)c2cccc(Br)c2)C1 (stereo not given) | 5 | -7.5 | 6 | 4 | 0.2 | 11 | -0.5 | -4 | 19
Cc1nn(Cc2ccc([N+](=O)[O-])cc2)c(=O)n1-c1c(F)cccc1F | -2 | -3.1 | -6 | -4 | 1.5 | 10 | 0.4 | -1 | 7
O=S(=O)(NCCc1ccccn1)c1ccc(-c2ccccn2)s1 | -3 | 3.9 | -4 | -3 | 0.8 | 23 | 0.9 | -1 | 10
Cc1ccc[n+](C(C)C(=O)c2ccc(-c3ccccc3)cc2)c1 (stereo not given) | 3 | -4.5 | -2 | 69* | -0.2 | 15 | 1.4 | 58* | 9
